From PubChem BioAssay
CHT PAM: allosterically activates the human high affinity choline transporter. B-score at 10 µM. AID 488977. hit rate 0.49% among 310,000. CHT-expressing cells, membrane potential dye, choline EC20; stronger effect = higher value; LV-AA mutant CHT in HEK293 cells. Q9GZV3;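 active = initial fluorescence not abnormally high and integrated response B-score, plate-corrected, over 3 SD above library mean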
Target sequence (Q9GZV3 whole entry, looked up): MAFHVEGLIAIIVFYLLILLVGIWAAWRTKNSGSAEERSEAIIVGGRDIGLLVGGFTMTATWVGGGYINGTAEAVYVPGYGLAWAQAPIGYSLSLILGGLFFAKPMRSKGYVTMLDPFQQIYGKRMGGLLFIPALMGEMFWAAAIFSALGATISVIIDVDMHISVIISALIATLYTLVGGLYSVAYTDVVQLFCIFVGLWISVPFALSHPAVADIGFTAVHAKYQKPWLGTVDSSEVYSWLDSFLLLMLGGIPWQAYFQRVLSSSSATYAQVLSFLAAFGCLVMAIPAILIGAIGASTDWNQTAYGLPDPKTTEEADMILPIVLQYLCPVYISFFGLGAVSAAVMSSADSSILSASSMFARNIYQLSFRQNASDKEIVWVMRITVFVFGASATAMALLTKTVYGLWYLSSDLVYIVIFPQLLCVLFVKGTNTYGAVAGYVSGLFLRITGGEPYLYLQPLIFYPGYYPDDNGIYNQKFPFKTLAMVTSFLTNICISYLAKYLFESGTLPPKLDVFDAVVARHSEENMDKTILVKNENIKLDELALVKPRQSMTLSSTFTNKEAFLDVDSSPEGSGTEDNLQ
OX1R antag: antagonists of human orexin 1 receptor; O43613; AID 434989; hit rate 0.43% among 330,000; CHO/OX1R cells, Fluo-8 calcium fluorescence, orexin A; inhibition, % at 5 µM;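 active = inhibition above its plate's threshold, mean inhibition of all tested compounds on the plate plus 3 SD, cut at about 37% in these data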;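 note: 0% = orexin A challenge wells and 100% = SB-334867-A antagonist wells; not every result past the cut was called active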
Target sequence (O43613 whole entry, looked up): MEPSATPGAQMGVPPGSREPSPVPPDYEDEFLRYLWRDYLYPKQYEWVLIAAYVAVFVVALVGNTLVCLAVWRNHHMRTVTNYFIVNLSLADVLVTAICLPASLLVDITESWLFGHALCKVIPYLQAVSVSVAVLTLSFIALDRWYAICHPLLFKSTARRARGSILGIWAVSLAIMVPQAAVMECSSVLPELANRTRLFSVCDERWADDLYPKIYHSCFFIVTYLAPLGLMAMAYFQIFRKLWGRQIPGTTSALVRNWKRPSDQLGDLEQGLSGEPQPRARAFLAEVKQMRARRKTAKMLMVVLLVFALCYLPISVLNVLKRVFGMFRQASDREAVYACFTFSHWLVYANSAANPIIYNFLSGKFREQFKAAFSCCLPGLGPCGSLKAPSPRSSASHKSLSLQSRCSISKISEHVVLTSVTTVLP
* = called active by the depositor; i = inactive; · = no result given.

Below each compound – CHT PAM | OX1R antag
- O=C(Nc1cccn(Cc2c(F)cccc2Cl)c1=O)NC1CCCCC1
→ i | -11
- CCn1c(C)[n+](CC)c2ccc(S(=O)(=O)N(C)C)cc21
→ i | -7
- CN(CCNC(=O)c1cn(C)c2ccc(S(=O)(=O)N(C)C)cc2c1=O)CCc1ccccc1
→ i | -26
- Cc1nc(SCC(=O)NC2CCS(=O)(=O)C2)c(C#N)c(C)c1C (stereo unspecified)
→ · | -10
- COCC1CCCN(Cc2nc(C(c3ccccc3)c3ccccc3)no2)C1 (stereo unspecified)
→ i | -36
- O=C(O)C(Oc1ccc2c(c1)oc(=O)c1ccccc12)c1ccccc1 (stereo unspecified)
→ i | -24
- O=C(Nc1cc(Cl)ccc1-n1cncn1)C1CC1
→ i | -3
- COc1ccccc1-n1ccnc(SCC(=O)NCc2ccccc2)c1=O
→ i | -9
- O=C(/C=C/c1ccccc1)N(Cc1ccc(Cl)cc1)C1CCS(=O)(=O)C1 (stereo unspecified)
→ i | -28
- O=C(CSc1nnc(-c2ccccc2O)o1)NC1CCCCC1
→ i | -15
- Cc1ccc(Oc2ccccc2NC(=O)CN2C(=O)NC3(CCCC3)C2=O)cc1
→ i | -12
- O=[N+]([O-])c1ccc(N2CCN(C(=S)Nc3ccc(F)cc3F)CC2)cc1
→ i | 36
- NS(=O)(=O)c1ccc(CCNC(=O)c2ccc(Cl)s2)cc1
→ i | 10
- COc1cc(NC(=O)C2CC(=O)NC3=C2C(=O)CCC3)c(OC)cc1Cl (stereo unspecified)
→ i | -28
- COc1c2c(cc3c1C(CC(O)Cc1ccccc1)N(C)CC3)OCO2 (stereo unspecified)
→ i | -35

3 compounds from above, arranged by the number in OX1R antag, descending:
Molecule | OX1R antag
NS(=O)(=O)c1ccc(CCNC(=O)c2ccc(Cl)s2)cc1 | 10
CCn1c(C)[n+](CC)c2ccc(S(=O)(=O)N(C)C)cc21 | -7
Cc1nc(SCC(=O)NC2CCS(=O)(=O)C2)c(C#N)c(C)c1C (stereo unspecified) | -10

Going on with the list.
Below each compound – CHT PAM | OX1R antag
- O=C1Oc2ccccc2C2(O)C3CCCCCC3C12 (stereo unspecified)
→ i | 2
- Cc1ccccc1NCc1ccc([N+](=O)[O-])s1
→ i | -26
- O=C(CSc1cccc[n+]1[O-])Nc1cc(Cl)ccc1[N+](=O)[O-]
→ · | 3
- CC(=O)Nc1ccc(C(=O)OCC(=O)N2CCCC2=O)cc1
→ · | -1
- O=C(Nc1ccc(-n2cccc2)cc1)C1CC1
→ i | 3
- COc1ccc(N(CC(=O)NC2CC2)S(=O)(=O)c2ccccc2)cc1
→ i | -5
- CC(C)(C)NC(=O)NC(=O)COC(=O)CNS(=O)(=O)/C=C/c1ccccc1
→ i | -6
- Cc1ccc(Nc2nc(Oc3ccc(OCc4ccccc4)nn3)nc(N3CCOCC3)n2)cc1
→ i | -24
- C[C@H](NC(=O)c1ccccc1Cl)C(=O)OCCOc1ccc(Cl)cc1
→ i | -14
- O=C(COc1ccc([N+](=O)[O-])cc1Cl)N1CCOCC1
→ i | -4
- O=S(=O)(Nc1ccc(Cl)cc1)c1ccc2c(c1)CCO2
→ i | -24
- Cc1cc(C)nc(/N=C(\N)N2CCc3ccccc32)n1
→ i | -8
- Cc1ccc(C(=O)NCCn2cc(SCC(=O)N3CCOCC3)c3ccccc32)cc1
→ i | -31
- COc1ccc(N2CC(C(=O)OCC(=O)Nc3cc(C)on3)CC2=O)cc1 (stereo unspecified)
→ i | -17
- CSc1ccccc1NC(=O)Nc1cccc(Cl)c1
→ i | -13
- COc1ccc(C(C)=O)cc1CSc1nc2ccccc2o1
→ i | -17
- CCOc1cc(C(C#N)N2CCOCC2)ccc1OC (stereo unspecified)
→ i | -6
- CC(=O)Nc1ccc(S(=O)(=O)N2CCOCC2)cc1
→ i | -11
- C[C@@H]1NC(=O)[C@@]2(C)[C@@H](c3ccccc3)[C@H]3COc4ccc(Cl)cc4[C@@H]3N2C1=O
→ · | -12
- O=S(=O)(c1ccccc1)N1CCN(Cc2ccccc2)CC1
→ i | 18
- Cc1ccccc1NCc1nc2ccccc2n1C
→ i | -14
- Cc1cccc(C)c1NC(=O)CNC(=O)C(C)N1CCN(c2cccc(Cl)c2)CC1 (stereo unspecified)
→ · | -11
- CCOC(=O)c1ccc(N2C(=O)CC(Sc3ncccn3)C2=O)cc1 (stereo unspecified)
→ i | -16
- O/N=C/c1cc(Br)ccc1OCc1cccc(F)c1
→ i | -15
- CCCNC(=O)N1CCCC(C(=O)c2cccc(Cl)c2)C1 (stereo unspecified)
→ i | -17
- COc1ccc(/C=N/NC(=O)c2ccc(NC(=O)c3cccc([N+](=O)[O-])c3)cc2)c(C(=O)O)c1OC
→ i | -3
- O=C(CSc1nnc(COc2ccccc2Cl)o1)NC(=O)NCc1ccco1
→ i | -2
- CCCCC(O)(c1ccc(CC)cc1)C(CN1CCOCC1)c1ccccc1 (stereo unspecified)
→ i | ·
- c1ccc2c(c1)Cn1nnnc1-2
→ i | -11
- CCN1CCN(Cc2ccc(NC(=O)c3cc(NC(=O)C(=O)c4c[nH]c5ccccc45)cc(OC)c3)cc2C(F)(F)F)CC1
→ i | 13
- COc1cc(S(=O)(=O)n2ccc(C)n2)ccc1Cl
→ i | -3
- CN(CC(=O)Nc1cccc(F)c1)C(=O)C1CCN(C(=O)c2ccc(Cl)cc2)CC1
→ · | -9
- O=S(=O)(NCC(c1ccccc1)N1CCNCC1)c1ccc(Cl)cc1 (stereo unspecified)
→ i | 2
- O=C(COC(=O)c1cc(Cl)ccc1O)NCC1CCCO1 (stereo unspecified)
→ i | 0
- CCCCC(CC)COC(=O)C(C#N)=C(c1ccccc1)c1ccccc1 (stereo unspecified)
→ · | -26
- O=C(CSc1nnc(-c2cccs2)o1)OC1CCCCC1
→ i | -6
- CC1CCCCC12NC(=O)N(CC(=O)NCCc1ccc(F)cc1)C2=O (stereo unspecified)
→ · | -20
- Cc1cccc(NC(=S)NC2CCCCCC2)c1C
→ i | -13
- S=C(NCCN1CCOCC1)Nc1ccc(Br)cc1
→ i | -23
- COc1ccc(NC(=O)CSc2ccc3c(c2)OCCO3)cc1
→ · | -14
- COC(=O)C(C)N(C#N)c1nc(C)nc(C)n1 (stereo unspecified)
→ i | -10
- COCC(C)n1c(SCc2cc(=O)n3cc(C)ccc3n2)nc2ccccc2c1=O (stereo unspecified)
→ i | -39
- Cc1ccccc1Cn1cc(NC(=O)CSc2nc3c(c(C(F)(F)F)n2)CCc2ccccc2-3)cn1
→ i | -37
- O=C(NCCCN1CCN(c2ccccc2F)CC1)Nc1ccc(F)cc1
→ i | -39
- O=C(Cn1c2ccc(F)cc2c2nc3n(c(=O)c21)CCS3)NC1CCCC1
→ i | -14

Sorted by heavy-atom count (descending): some entries from above.
Below each compound – CHT PAM | OX1R antag
- CN(CC(=O)Nc1cccc(F)c1)C(=O)C1CCN(C(=O)c2ccc(Cl)cc2)CC1
→ · | -9
- O=C(Cn1c2ccc(F)cc2c2nc3n(c(=O)c21)CCS3)NC1CCCC1
→ i | -14
- O=C(COC(=O)c1cc(Cl)ccc1O)NCC1CCCO1 (stereo unspecified)
→ i | 0

(further entries)
Below each compound – CHT PAM | OX1R antag
- COC(=O)[C@]1(C)N[C@H](CN(C)S(=O)(=O)c2ccc(C(F)(F)F)cc2)[C@@H]2C(=O)N(C)C(=O)[C@@H]21
→ · | -9
- COCC1CCN(Cc2c(C(=O)N3CCc4ccccc4C3)nc3ccc(Cl)cn23)C1 (stereo unspecified)
→ i | ·
- CCc1cc(=O)[nH]c(SC/C=C/c2ccccc2)n1
→ i | -18
- CSc1ccc(CN(C)C(=O)C(Cc2ccccc2)NC(=O)c2ccccc2)cc1 (stereo unspecified)
→ i | -1
- CCn1c(Cc2ccccc2)nnc1SCC(=O)NC1CC1
→ i | -11
- NC(=S)N/N=C/c1ccccc1O
→ i | -5
- NC(=O)c1ccc(NC(=O)COc2cccc3ccccc23)cc1
→ i | 3
- Nc1ncnc(N2CCOCC2)c1N
→ i | -10
- O=C(CSc1nc2ccccc2o1)N1CCOCC1
→ i | 1
- COc1ccccc1NC=C1C(=O)OC(C)(C)OC1=O
→ i | -15
- CCOC(=O)c1nn(-c2ccccc2F)c2nc(-c3ccco3)c(C#N)c(=O)n12
→ i | -12
- CCC(Sc1nc2ccccc2c(=O)[nH]1)C(=O)Nc1ccc(C(C)=O)cc1 (stereo unspecified)
→ i | -37
- CC[C@]12c3[nH]c4ccc(OC)cc4c3CCN1C(=O)C(CC(=O)NCCC1=CCCCC1)C[C@@H]2C(=O)N1CCN(C(=O)C2CC2)CC1 (stereo partly specified)
→ · | -25
- Cc1ccc(C)c(N2CCN(C(=O)CCc3nc(-c4ccccc4)no3)CC2)c1
→ · | -24
- CC[C@@H](Nc1ncnc2c1oc1ccccc12)C(=O)O
→ i | -3

Reformatted bar-delimited: entries from further up.
molecule | CHT PAM | OX1R antag
COC(=O)[C@]1(C)N[C@H](CN(C)S(=O)(=O)c2ccc(C(F)(F)F)cc2)[C@@H]2C(=O)N(C)C(=O)[C@@H]21 | · | -9
COCC1CCN(Cc2c(C(=O)N3CCc4ccccc4C3)nc3ccc(Cl)cn23)C1 (stereo unspecified) | i | ·
CCc1cc(=O)[nH]c(SC/C=C/c2ccccc2)n1 | i | -18
CSc1ccc(CN(C)C(=O)C(Cc2ccccc2)NC(=O)c2ccccc2)cc1 (stereo unspecified) | i | -1
CCn1c(Cc2ccccc2)nnc1SCC(=O)NC1CC1 | i | -11

Continuation:
Below each compound – CHT PAM | OX1R antag
- O=C(C[C@H]1C/C=C\C[C@H](NC(=O)OCC2c3ccccc3-c3ccccc32)C(=O)OC[C@@H]2CCCN2C1=O)N[C@H](CO)Cc1ccccc1
→ · | -33
- C/C(CC(=O)Nc1ccccn1)=N\NC(=O)c1ccncc1
→ i | 2
- Cc1ccccc1NC(=O)C1c2cccc[n+]2CC(=O)N1c1c(C)cccc1C (stereo unspecified)
→ i | -13
- O=C(O)COc1ccccc1O
→ i | -3
- Cc1onc(-c2c(F)cccc2Cl)c1C(=O)c1ccc(F)cc1
→ i | -21
- Cc1ccc(S(=O)(=O)N2CCCCC2CCNC(=O)C(=O)NC2CCCC2)cc1 (stereo unspecified)
→ i | 0
- Cn1c(CNC(=O)CCNC(=O)c2cccc(Br)c2)cc(=O)n(C)c1=O
→ i | -19
- CC(=O)N1CCN(S(=O)(=O)c2cccc(C(=O)NCCc3ccc(Cl)cc3)c2)CC1
→ i | -36
- CC(C)c1ccc2oc(=O)cc(CN3CCOCC3)c2c1
→ i | -9
- C/C(=N/NS(=O)(=O)c1ccc(F)cc1)c1ccc(NC(=O)c2ccc(C)o2)cc1
→ i | -22
- Cc1ccc(CC(=O)O/N=C(\N)c2cccc([N+](=O)[O-])c2)cc1
→ i | -18
- CN(Cc1ccco1)C(=O)C1CCCN(c2ncnc3c2nc2n3CCCCC2)C1 (stereo unspecified)
→ i | -31
- C=CCSC1=C(C#N)C(c2ccccc2C)CC(=O)N1 (stereo unspecified)
→ i | -18
- CC(C)(C)NC(=O)CCN(/N=C/c1ccncc1)C1=NS(=O)(=O)c2ccccc21
→ i | -21
- COc1c(C)cccc1C(=O)NCCCNC(=O)c1ccc(C)nc1
→ i | -8
- CS(=O)(=O)c1cccc(-c2nnc(NC(=O)C3=COCCO3)o2)c1
→ i | -15
- COc1ccc(Nc2ncc(C(=O)N3CCN(Cc4ccccc4)CC3)c3ccccc23)cc1
→ i | -25
- CN1CCN(C(=O)C2CCN(S(=O)(=O)c3cnc[nH]3)CC2)CC1
→ i | 4
- O=C(CNC(=O)c1ccc(Br)o1)Nc1cccc(-c2cnc3ccccc3n2)c1
→ i | -12
- C=CCNC(=S)Nc1ccccc1
→ i | 12
- Cn1cc(/C=N/n2cnc3scc(-c4ccc(Cl)cc4)c3c2=O)c2ccccc21
→ i | -38
- CCOc1cc(CNc2ccc(N(C)C)cc2)cc(Br)c1OCC(=O)NC(C)(C)C
→ i | -29
- COc1ccc(CCNc2cc(-c3ccccc3)nc3ncnn23)cc1
→ i | 21
- C=CCC(COCc1ccccc1)NS(=O)(=O)c1ccccc1Br (stereo unspecified)
→ i | 34
- Cc1ccc(-n2nc3c(c2NC(=O)c2ccco2)CS(=O)(=O)C3)cc1
→ i | -16
- CCN(C[C@H]1N[C@@](C)(C(=O)OC)[C@H]2C(=O)N(Cc3ccccc3)C(=O)[C@@H]12)C(=O)Nc1ccc(C)cc1
→ · | -13
- O=C(O)c1cc(S(=O)(=O)NCCOc2ccccc2)ccc1Cl
→ · | 3
- O=C(N/N=C/c1cccnc1)c1ccccc1Cl
→ i | -6
- O=C(CSc1cn[nH]n1)Nc1ccc(Cl)cc1Cl
→ i | -14
- O=C(Cn1nnc2ccccc21)N/N=C\c1cccs1
→ i | -3

Compound profiles, as listed above. Screens in order: CHT PAM, OX1R antag
`C=CCNC(=S)Nc1ccccc1` as listed: i, 12
`COc1ccc(CCNc2cc(-c3ccccc3)nc3ncnn23)cc1` as listed: i, 21

More results.
Below each compound – CHT PAM | OX1R antag
- O=C(Nc1ccccc1-c1nnc(SCc2ccccc2Cl)o1)c1ccccc1
→ i | -27
- COc1cc(C=C2C(=O)OC(C)(C)OC2=O)cc(Cl)c1OCC(=O)Nc1ccccc1
→ i | -13
- CCCc1nc2oc(C(=O)OCC)c(N)c2c2c1COC(C)(C)C2
→ i | -8
- CC(=O)NCCC(=O)Nc1nc2c(ccc3ccccc32)s1
→ i | -7
- C1=C(c2cccc3ccccc23)N2CCN=C2S1
→ i | -20
- CCCN(CCC)C(=O)CC(c1ccccc1)c1ccco1 (stereo unspecified)
→ i | -33
- Cc1ccccc1N1CCN(C2CCCN(C(=O)CN3CCCC3=O)C2)CC1 (stereo unspecified)
→ i | -18
- CC1CN(CCC(=O)Nc2ccccc2F)CC(C)O1 (stereo unspecified)
→ i | -15
- COc1ccc(C2NC(=O)NC3=C2CCc2ccccc23)cc1 (stereo unspecified)
→ i | -14
- N#CCCN(C(=O)COC(=O)C12CC3CC(CC(O)(C3)C1)C2)c1ccc(F)cc1
→ · | -32
- Cc1cc(NC(=O)CSc2nnc3ccccn23)no1
→ i | -8
